High-throughput results as filed in PubChem BioAssay.
RPL19A-GFP yeast: alters RPL19A-GFP fluorescence in TOR pathway yeast screen. 330,000 compounds, 0.3% hits. percent response vs DMSO, % at 10 µM. S. cerevisiae RPL19A-GFP strain, flow cytometry, 3 h; active compounds read low;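 active means percent response vs DMSO below 50%; inconclusive means fewer than 70 events counted for the yeast strain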;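 further: median channel GFP fluorescence of the barcoded RPL19A-GFP strain; ratio of sample median GFP to plate DMSO average so 100% = DMSO; lower means less RPL19A-GFP as with rapamycin TOR inhibition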
Yeast superoxide: yeast age-related superoxide inhibition as caloric restriction mimetic | 330,000 compounds, 0.18% hits | S. cerevisiae aged cells, superoxide DHE fluorescence; active compounds read low | superoxide response (% of plate mean), % at 10 µM;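 active means superoxide response under a set limit, about three screen SD below normal, cut at about 65% in these data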;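 further: yeast aged for seven days with compound at 30 °C before DHE staining; 100% = average MFI of all compound-treated wells on the plate with controls excluded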
CIT2 TOR yeast: yeast TOR pathway CIT2-GFP modulation; S. cerevisiae CIT2-GFP strain, flow cytometry, 3 h; 100 means same as DMSO wells; GFP response vs DMSO, % at 10 µM; 320,000 compounds, 0.065% hits; AID 2029;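 active means GFP response relative to DMSO above a set limit, near the screen mean plus 3 SD, cut at about 150% in these data; inconclusive means Fewer than 70 cells measured for a yeast strain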;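 further: ratio of well median GFP fluorescence to mean of DMSO wells on the plate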
MEP2-GFP yeast: modulators of TOR pathway MEP2-GFP in S. cerevisiae; S. cerevisiae MEP2-GFP strain, flow cytometry GFP, 3 h; 100% = DMSO control level; GFP response vs DMSO, % at 10 µM; 330,000 compounds, 0.51% hits; AID 2016;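 active means GFP response versus DMSO above a set limit, roughly screen mean plus 3 SD, cut at about 180% in these data; inconclusive means fewer than 70 cells counted for a yeast strain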;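 further: median GFP fluorescence of the barcode-gated MEP2-GFP cells per well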
GRK2 aptamer HTS: human GRK2 inhibition via aptamer displacement | bead flow cytometry, FAM-aptamer displacement from GRK2 | inhibition of aptamer binding, % at 10 µM | 330,000 compounds, 0.59% hits | AID 488847;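 active means inhibition of aptamer binding above 40%, roughly 3 SD of noise, on plates passing a quality check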;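 further: median bead fluorescence of bound FAM aptamer so fluorescent compounds give negative values; no value below 0 was filed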
Target sequence (P25098 whole entry, looked up): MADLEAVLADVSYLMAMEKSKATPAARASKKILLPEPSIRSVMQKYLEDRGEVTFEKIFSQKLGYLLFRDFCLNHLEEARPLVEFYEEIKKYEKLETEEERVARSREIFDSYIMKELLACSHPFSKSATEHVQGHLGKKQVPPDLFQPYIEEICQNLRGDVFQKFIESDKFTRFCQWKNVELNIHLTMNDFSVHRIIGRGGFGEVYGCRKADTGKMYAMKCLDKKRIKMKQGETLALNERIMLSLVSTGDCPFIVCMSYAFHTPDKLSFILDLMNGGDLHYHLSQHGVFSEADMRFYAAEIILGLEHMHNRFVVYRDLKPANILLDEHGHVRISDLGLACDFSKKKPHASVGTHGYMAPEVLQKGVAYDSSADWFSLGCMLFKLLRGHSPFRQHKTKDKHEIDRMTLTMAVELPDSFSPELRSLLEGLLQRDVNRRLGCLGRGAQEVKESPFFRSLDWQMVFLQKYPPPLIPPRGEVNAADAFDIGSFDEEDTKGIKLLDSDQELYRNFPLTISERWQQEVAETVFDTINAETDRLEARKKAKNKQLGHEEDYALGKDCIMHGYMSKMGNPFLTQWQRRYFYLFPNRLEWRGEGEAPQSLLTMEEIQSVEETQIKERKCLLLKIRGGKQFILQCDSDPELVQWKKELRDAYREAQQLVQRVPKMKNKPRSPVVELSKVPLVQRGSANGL
VLA-4 inh: inhibition in a human VLA-4 binding assay. inhibition, % (about 7 µM as worked out from the volumes in the protocol). AID 2557. 330,000 compounds, 0.2% hits. VLA-4 expressing cells, ligand binding flow cytometry; in the data active means inhibition above about 50%
LAP4 TOR yeast: alters LAP4-GFP fluorescence in TOR pathway yeast screen | S. cerevisiae LAP4-GFP multiplex, flow cytometry GFP, 3 h; median GFP as percent of DMSO wells | GFP response vs DMSO, % at 10 µM | 320,000 compounds, 0.34% hits;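 active means GFP response vs DMSO above a set limit, about the screen mean plus 3 SD, cut at about 150% in these data; inconclusive means under 70 cell events counted for the yeast strain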
AGP1 TOR yeast: yeast TOR pathway AGP1-GFP modulation. S. cerevisiae AGP1-GFP multiplex flow cytometry, 3 h; GFP as percent of DMSO wells. GFP response vs DMSO, % at 10 µM. 320,000 compounds, 0.02% hits;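 active means GFP response relative to DMSO above a set limit, near screen average plus 3 SD, cut at about 150% in these data; inconclusive means fewer than 70 cells counted for the yeast strain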;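 further: median GFP channel fluorescence of the gated AGP1 strain per well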
* = called active by the depositor; ? = inconclusive; nt = not tested or not shown; [ ] = another dose, or the depositor's remark.

Preview:
SMILES	RPL19A-GFP yeast	Yeast superoxide	CIT2 TOR yeast	MEP2-GFP yeast	GRK2 aptamer HTS	VLA-4 inh	LAP4 TOR yeast	AGP1 TOR yeast
CSCCC(NC(=O)c1ccccc1)C(=O)NCc1ccco1 (stereo unspecified)	99.7	108.5	100.3	100.5	0.0	-4.5	94.5	98.5
COC1=C(Nc2ccccc2OC)C(=O)c2ccccc2C1=O	97.8	136.6	90.6	98.0	0.0	14.5	108.7	99.8
Cc1c(NC(=O)COC(=O)c2c3c(nc4ccccc24)CCCC3)c(=O)n(-c2ccccc2)n1C	100.0	91.3	102.8	97.4	1.0	6.2	99.4	102.5

All compounds of this part, repeating the preview:
SMILES	RPL19A-GFP yeast	Yeast superoxide	CIT2 TOR yeast	MEP2-GFP yeast	GRK2 aptamer HTS	VLA-4 inh	LAP4 TOR yeast	AGP1 TOR yeast
CSCCC(NC(=O)c1ccccc1)C(=O)NCc1ccco1 (stereo unspecified)	99.7	108.5	100.3	100.5	0.0	-4.5	94.5	98.5
COC1=C(Nc2ccccc2OC)C(=O)c2ccccc2C1=O	97.8	136.6	90.6	98.0	0.0	14.5	108.7	99.8
Cc1c(NC(=O)COC(=O)c2c3c(nc4ccccc24)CCCC3)c(=O)n(-c2ccccc2)n1C	100.0	91.3	102.8	97.4	1.0	6.2	99.4	102.5
Cc1ccc(-c2nc(-c3cccnc3)sc2CC(=O)Nc2ccc(C)c(Cl)c2)cc1	98.3	113.4	104.1	109.0	0.0	-1.8	111.1	89.5
Cc1nc(SCC(=O)O)c(C#N)c(C)c1CC(=O)c1ccccc1	100.1	104.6	113.5	102.3	0.0	-16.8	103.1	102.4
S=C(Nc1ccccc1)N1CCN(Cc2ccccc2)CC1	102.8	103.8	108.3	100.6	6.0	5.6	110.5	106.9
COc1ccc(C(=O)OCc2cc(C)ccc2C)cc1S(=O)(=O)N1CCCC1	98.9	99.0	97.4	103.8	0.0	1.6	101.6	99.4
COc1cc(OC)cc(-c2c(C#Cc3ccsc3)c3cc(-c4cc(OC)c(OC)c(OC)c4)ccc3n2C)c1	103.1	119.5	101.7	101.2	1.0	-3.0	104.0	102.9
CC(=O)N1CCN(C(=O)c2ccc(S(=O)(=O)Nc3ccccc3C)cc2)CC1	96.3	125.7	88.9	95.7	24.0	3.3	96.2	93.6
CCn1c(-c2cc(Br)ccc2O)n[nH]c1=S	94.8	109.2	92.9	97.2	1.0	16.8	97.6	98.5
CC1CC2OC(=O)C3(C)CCCC(C)(C23)C1(O)CCc1ccoc1 (stereo unspecified)	102.2	87.9	110.8	108.3	1.0	0.7	103.5	105.9
CS(=O)(=O)c1cccc(NC(=O)c2ccc(Cl)c(Cl)c2)c1	102.1	104.7	97.6	101.2	3.0	15.5	105.2	101.5
Cc1nn(-c2cc(N3CCOCC3)ccc2N)c(=O)c2ccccc12	98.4	99.1	92.3	100.8	2.0	63.8*	97.6	98.4
NS(=O)(=O)c1ccc(CNC(=O)Cc2ccccc2[N+](=O)[O-])cc1	104.7[may fluoresce violet]	96.9	?	105.2[may fluoresce violet]	0.0	1.2	85.7[may fluoresce violet]	70.6[may fluoresce violet]
COc1ccc(NCC(=O)Nc2ccc(C#N)cc2)cc1Cl	99.3	106.8	105.2	103.8	0.0	-1.9	95.4	100.7
CC(=O)Nc1nc(C(=O)O)cs1	96.0	93.8	104.9	94.8	0.0	0.3	106.0	95.0
CN(CC(=O)Nc1ccc(Cl)c(C(F)(F)F)c1)C(=O)c1cccnc1Sc1ccccc1	107.2[may fluoresce green]	105.5	105.3[may fluoresce green]	100.6[may fluoresce green]	1.0	7.7	101.0[may fluoresce green]	105.3[may fluoresce green]
CCC1(c2ccccc2)NC(=O)N(CC(=O)Nc2nnc(C3CC3)s2)C1=O (stereo unspecified)	91.4	102.7	98.4	96.7	6.0	8.6	92.9	97.3
Cc1cnc(C(=O)OCc2nc3ccccc3o2)cn1	100.3	109.5	99.0	98.5	0.0	8.2	107.5	109.0
CC(=O)c1ccc(NC(=O)C2CCCN(S(=O)(=O)c3cccc4nonc34)C2)cc1 (stereo unspecified)	93.0	84.5	90.0	98.5	0.0	6.7	82.5	88.3
Cc1cc(C)cc(OCC(=O)Nc2ccc3c(c2)C(=O)c2ccccc2C3=O)c1	103.7	96.0	103.1	103.0	0.0	1.0	93.3	101.2
CC(=O)Nc1ccc(Nc2ccc3nonc3c2[N+](=O)[O-])cc1	81.3	109.9	96.5	139.2	0.0	16.4	104.9	59.3
COc1cccc(C2C3=C(N=c4s/c(=C\c5ccc(O)cc5)c(=O)n42)c2ccccc2CC3)c1OC (stereo unspecified)	105.9	101.5	98.0	126.4	5.0	9.5	109.6	112.7
Cc1ccc(NC(=O)c2sccc2SCc2cccc(C(F)(F)F)c2)cc1	101.4	107.9	99.5	105.2	0.0	10.2	105.5	92.7
CNS(=O)(=O)c1cnccc1N1CCN(c2cccc(Cl)c2)CC1	nt	95.3	100.8	101.3	0.0	3.6	93.0	96.0
O=C(NC(=S)Nc1ccccc1N1CCCC1)c1ccccc1Br	100.2	93.5	98.0	108.3	2.0	-34.3	107.6	88.5
CS(=O)(=O)N(CC(=O)Nc1c(F)cccc1F)c1cccc([N+](=O)[O-])c1	105.1	112.8	117.2	109.1	2.0	-10.9	109.8	105.8
COC(=O)[C@@H](NC(=O)NC1CCCCC1C)C(C)C (stereo partly specified)	101.2	117.4	nt	99.7	2.0	2.6	nt	nt
c1ccc2[nH]c(NC3=NCCC3)nc2c1	87.8	101.8	104.3	122.4	0.0	-21.3	118.9	107.2
COC(=O)CN1C(=O)C(C)(C)Oc2ccc(C(=O)NC3CC3)cc21	88.7	87.0	80.7	107.8	0.0	-10.0	86.4	89.0
COc1ccc(-n2nnc3c(SCc4ccccc4)ncnc32)cc1	101.3	90.8	104.2	94.5	0.0	2.1	95.4	104.8
Fc1ccc(Cn2cnc3ccccc32)cc1	97.7	103.5	97.5	98.8	0.0	-1.3	97.0	98.2
CC(=C/c1ccco1)/C=N/NC(=O)CSc1nnc(SCc2ccc(C)cc2)s1	103.0	86.5	100.1	97.2	0.0	-0.7	88.3	98.0
Cc1ccc([N+](=O)[O-])c(OCCCN2CCC(Cc3ccccc3)CC2)c1	102.2	102.2	104.7	108.2	0.0	17.1	92.8	101.5
Cc1cc(C)n(-c2nc(N(C)C)nc(N3CCOCC3)n2)n1	90.4	102.9	85.8	95.2	2.0	25.7	95.2	97.1
Cc1cc(C)c(C)c(S(=O)(=O)NCc2ccncc2)c1C	97.5	97.7	93.2	102.2	3.0	-1.3	85.5	92.1
COc1cccc(CNC(=O)c2ccc(COc3ccccc3)cc2)c1	105.3	104.7	99.9	103.4	3.0	-7.5	104.0	100.6
COc1ccc(-c2c(C#N)sc(C(N)=O)c2-c2ccc(OC)cc2)cc1	95.4	94.2	92.5	96.6	0.0	-0.9	105.5	96.4
COc1cc(C(=S)N2CCOCC2)cc(OC)c1OS(=O)(=O)c1ccc(C)cc1	110.0	86.8	112.5	111.2	1.0	3.8	95.5	109.2
C=CC[C@H](CC(=O)NCCO)C(=O)N[C@H](COC(=O)[C@@H](CC=C)Cc1ccc(F)cc1)c1ccccc1	97.1	116.4	109.4	95.4	0.0	-12.7	96.6	91.3
O=C(O)c1ccc(NC(=O)c2ccccc2NC(=O)c2cccc(Br)c2)cc1	107.1	98.1	109.0	107.7	1.0	5.7	104.2	112.3
CCOCCn1c(CN(Cc2ccccc2)Cc2ccccc2)nc2c1c(=O)n(C)c(=O)n2C	97.0	95.8	100.1	98.9	2.0	-6.4	98.2	99.0
CCOc1ccc(-c2nnc(N3CCOCC3)c3ccccc23)cc1	104.6	98.2	103.6	106.1	2.0	6.9	93.5	98.8
Nc1nnc(SCC(=O)Nc2cc(F)ccc2F)s1	102.6	101.0	109.0	103.6	2.0	-18.2	102.5	103.2
Cc1cccc(OCc2nnc(SCC(=O)N3c4ccccc4CCc4ccccc43)o2)c1	50.9[may fluoresce violet]	110.7	?	946.5*[may fluoresce violet]	0.0	9.4	115.1[may fluoresce violet]	26.3[may fluoresce violet]
O=C(c1ccc([N+](=O)[O-])cc1)N1C=CC(C(F)(F)F)=NCC1	101.0	109.7	100.8	107.2	0.0	-0.9	102.6	97.8
O=c1[nH]ncc(N/N=C\c2cccnc2)c1Cl	98.6	91.2	96.8	93.5	3.0	-9.4	98.4	101.3
COc1ccc(/C=C(/C(=O)c2ccc(Cl)cc2Cl)n2cncn2)cc1	98.9	98.1	94.8	91.1	1.0	8.1	107.5	nt
O=C1c2ccccc2-c2nnc(-c3ccc(F)cc3)cc21	91.1	167.4	95.9	100.0	0.0	33.0	104.1	96.6
COc1ccc(C(=O)N/C(=C\c2cn(C)c3ccccc23)C(=O)OCCN(C)C)cc1	97.4	99.2	103.0	101.4	0.0	2.0	117.7	107.2
Cc1ccc(NC(=S)NC2CC3CCC(C2)N3Cc2ccco2)c(C)c1 (stereo unspecified)	102.4	86.9	100.5	99.2	0.0	6.1	91.5	103.6
CCOc1ccc(CCNC(=O)CCC(=O)c2cccs2)cc1OCC	93.8	88.0	84.7	93.5	0.0	-4.0	79.6	80.3
Cc1ccc(S(=O)(=O)NC(CC(C)C)C(=O)Nc2ccncc2)cc1 (stereo unspecified)	97.0	100.8	102.7	101.8	3.0	4.0	98.4	102.6
CC(=O)N1CCc2cc(Br)cc(S(=O)(=O)N3CCN(C(=O)c4ccco4)CC3)c21	104.2	101.6	91.7	103.2	2.0	9.8	101.0	102.7
COc1cc(CCC(=O)OCC(=O)Nc2ccc(F)cc2F)cc(OC)c1OC	100.9	101.7	99.5	110.0	2.0	3.1	105.4	92.8
Cc1nc2nc(SCC(=O)c3ccccc3)[nH]c2cc1Br	96.5	92.5	94.2	94.2	0.0	2.1	105.6	102.7
Cc1c(C(=O)N(C)C2CC(C)(C)NC(C)(C)C2)oc2c(F)cccc12	109.9	93.6	102.5	98.6	1.0	16.5	85.2	98.2
CSc1ccccc1NC(=S)NC1CCCC1	?	102.7	82.4[may fluoresce red]	112.6[may fluoresce red]	1.0	3.7	81.6[may fluoresce red]	?
CCOC(=O)c1cnc(SC)nc1N	100.8	84.8	92.1	97.8	1.0	25.2	97.3	94.8
CC(=O)N(c1cccc(Cl)c1)c1nc(C)cc(C)c1C#N	99.5	92.3	103.3	104.4	0.0	-3.0	98.4	100.6
Continuation.
SMILES	RPL19A-GFP yeast	Yeast superoxide	CIT2 TOR yeast	MEP2-GFP yeast	GRK2 aptamer HTS	VLA-4 inh	LAP4 TOR yeast	AGP1 TOR yeast
CCC1(C)Cc2ccccc2-c2c1c(=O)n(-c1ccc(C)cc1)c1nnnn21 (stereo unspecified)	103.7	107.4	113.8	112.1	2.0	-14.2	111.2	108.0
COc1cc(Br)c(CC(=O)O)cc1OC	107.8	113.8	115.2	106.6	1.0	2.7	84.4	108.7
CSc1ccc(/C=C2/C(=N)N3N=C(CC(=O)N4CCCC4)SC3=NC2=O)cc1	101.7	91.0	102.8	103.2	0.0	5.1	99.1	104.2
Cc1nnc(SCCC(=O)Nc2ccc(Cl)cc2)o1	101.6	105.4	106.0	105.4	0.0	6.3	102.7	97.9
COC(=O)c1sc(NC(=O)CSc2nc3nc(C)cc(C)n3n2)c(C(=O)OC)c1C	97.0	92.0	86.9	101.2	1.0	5.7	92.3	100.2
COc1ccccc1CNC(=O)CSc1ccc(-c2ccccn2)nn1	99.8	107.3	99.7	101.8	0.0	2.8	104.3	102.8
COCCCNC(=S)NNC(=O)C(O)(c1ccccc1)c1ccccc1	98.8	98.8	103.3	94.6	2.0	13.0	113.3	100.7
